SDO1 yeast rescue – growth rescue of sdo1-depleted yeast, primary screen, S. cerevisiae, bone marrow failure model; z-score at 10 µM; AID 817, 2007; S. cerevisiae sdo1-depleted JHY4D growth rescue, OD600 30 h; stronger effect = higher value; pdr5 snq2 efflux-pump mutant strain; 140,000 compounds, 0.21% hits;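 active = z-score above 3 at both the 24 hr and the 30 hr optical density reads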;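 also: z-score against mean and SD of all compound wells on the same plate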
Insulin prom inh – inhibitors of insulin promoter-driven GFP, primary screen, imaging, TRM-6 cells (human fetal islet line), eGFP reporter, cell count. reporter expression induced with tamoxifen. inhibition, % at 2 µM. 130,000 compounds, 0.9% hits. AID 1273, 2008;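 active = inhibition above the mean plus 3 SD, with well images judged a real hit on visual review, cut at about 60% in these data, passing the limit was not always enough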
SDO1 yeast rescue Rescue 24 h – also measured in SDO1 yeast rescue; calls as there; z-score; S. cerevisiae sdo1-depleted JHY4D growth rescue, OD600; measured here: growth rescue at 24 h;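 0 is the plate mean of compound wells and units are plate SD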
* = called active by the depositor; · = no result given. Some of the compounds tested (hit frequency here may not be typical).

structure	SDO1 yeast rescue	SDO1 yeast rescue Rescue 24 h	Insulin prom inh
CCOC(=O)C(O)(c1ccc(N=Cc2ccccc2O)c(C)c1)C(F)(F)F (centres undefined)	0.38	0.87	-57
Cc1ccc2nc(N3CCN(C)CC3)[nH]c2c1	-0.49	-1	-34
COC(=O)[C@]1(C)C[C@H]1[C@H](NP(=O)(c1ccccc1)c1ccccc1)c1ccccc1	-0.5	-0.9	-25
O=c1[nH]c(=O)n(-c2cccc3ccccc23)c(O)c1/C=N/N1CCCCC1c1cccnc1 (centres undefined)	1.1	0.5	-13
Cc1ccc(C)c(NC2=NCCCS2)c1	-0.34	-0.25	-30
CCCCCCNc1nc(OC)nc(N2CC3CC(C2)c2cccc(=O)n2C3)n1 (centres undefined)	·	·	-17
Cc1ccc2c(c1)C1CN(C)CCC1N2C(=O)Nc1cccc(Cl)c1 (centres undefined)	-0.76	-0.44	35
O=C(c1ccccc1)C(CN1CCCC1)c1ccccc1 (centres undefined)	-1.6	0.2	-42
CCOP(=O)(OCC)C(NC(=O)c1ccccc1)C(Cl)(Cl)Cl (centres undefined)	1.3	0.94	·
Cn1c(O)c(C=NCCCNC2CCCCC2)c(=O)n(C)c1=O	1.4	1.3	3
Cc1ccc(C(C)C)c(OCC(=O)N2CCN(Cc3nc4cc([N+](=O)[O-])ccc4n3C)CC2)c1	-0.58	-0.02	-50
CCOP(=O)(OCC)C(NC(=O)Cc1ccccc1)C(Cl)(Cl)Cl (centres undefined)	·	·	6
CC1=NN(c2ccccc2)C(=O)C1/C=C1/C(=O)NC(=O)N(c2cccc(C)c2)C1=O (centres undefined)	-0.89	-1.3	-14
CC1=NOC2(C)Nc3ncnn3C(c3ccccc3)C12 (centres undefined)	-0.73	-0.38	18
Cc1ccc(-c2nc3ccc(Cl)cc3n2OC(=O)N(C)C)cc1	-1.9	-1.3	-45
COc1cc(-n2c(=S)[nH]c3ccccc3c2=O)c(Cl)cc1Cl	-2	-1.1	18
Cc1cccc(C)c1OP(N)(=O)OCC(F)(F)F (centres undefined)	-0.41	-1	22
CC1(C)CN=C(Nc2nc3ccccc3s2)S1	-0.21	0.29	-248
CC(Cc1ccccc1)NC(=O)Cc1ccc(N(C)C)cc1 (centres undefined)	0.31	0.33	43
Cc1ccc(C2(O)CC(C)N(C)CC2C)cc1 (centres undefined)	1	0.51	-15
O=C(CN1CC=C(c2ccccc2)CC1)NC(=O)NCc1ccco1	-0.1	0.17	10
CC(C(=O)c1ccc2ccccc2c1)N1CCCCC1 (centres undefined)	·	·	-19
CN1/C(=C\C=Nc2ccccc2)C(C)(C)c2ccccc21	0.22	0.42	·

5 structures already listed, sorted by number of heavy atoms, high to low:
structure	SDO1 yeast rescue	SDO1 yeast rescue Rescue 24 h	Insulin prom inh
Cc1ccc(-c2nc3ccc(Cl)cc3n2OC(=O)N(C)C)cc1	-1.9	-1.3	-45
CC(Cc1ccccc1)NC(=O)Cc1ccc(N(C)C)cc1 (centres undefined)	0.31	0.33	43
CC(C(=O)c1ccc2ccccc2c1)N1CCCCC1 (centres undefined)	·	·	-19
Cc1cccc(C)c1OP(N)(=O)OCC(F)(F)F (centres undefined)	-0.41	-1	22
CC1(C)CN=C(Nc2nc3ccccc3s2)S1	-0.21	0.29	-248

In the list so far, 3 have an NH in an aromatic ring.
structure	SDO1 yeast rescue	SDO1 yeast rescue Rescue 24 h	Insulin prom inh
Cc1ccc2nc(N3CCN(C)CC3)[nH]c2c1	-0.49	-1	-34
O=c1[nH]c(=O)n(-c2cccc3ccccc23)c(O)c1/C=N/N1CCCCC1c1cccnc1 (centres undefined)	1.1	0.5	-13
COc1cc(-n2c(=S)[nH]c3ccccc3c2=O)c(Cl)cc1Cl	-2	-1.1	18
